Screening results: PubChem BioAssay, National Center for Advancing Translational Sciences (NCATS)
RGS12 GoLoco inh – inhibitors of human Gai1-RGS12 GoLoco interaction (red fluorophore); P63096; Gai1:RGS12 GoLoco peptide FP, rhodamine, 10 min; Potency, µM (doses to about 61.6 µM), for inactives: at the top dose activity, negative = inhibition, hits mostly inhibitors; 0.44% of 230,000 active; AID 880; active = well fitted inhibition curve with a large enough effect, not every such curve was filed as active; inactive = no such curve, though single readings can be large or run the other way; also: % is scaled to controls: 0 for no effect and ±100 for the full control effect; nearly all actives have a fitted effect of over 30% in size; many of its hits are not listed in these tables
Target sequence (P63096 whole entry, looked up): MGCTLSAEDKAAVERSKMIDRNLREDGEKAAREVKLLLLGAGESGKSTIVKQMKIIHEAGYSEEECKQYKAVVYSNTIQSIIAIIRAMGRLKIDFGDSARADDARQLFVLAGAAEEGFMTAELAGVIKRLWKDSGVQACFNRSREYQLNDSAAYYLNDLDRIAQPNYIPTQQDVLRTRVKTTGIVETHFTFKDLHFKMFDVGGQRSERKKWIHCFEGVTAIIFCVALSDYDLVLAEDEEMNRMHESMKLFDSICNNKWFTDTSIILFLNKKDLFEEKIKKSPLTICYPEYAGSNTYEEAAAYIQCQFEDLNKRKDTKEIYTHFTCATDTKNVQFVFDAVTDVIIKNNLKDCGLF
SMN2 splice up – increases expression of the SMN2 splice variant | HEK293 SMN2-luciferase splicing reporter, luminescence, 30-36 h | Potency, µM (series often up to 46.1 µM), for inactives: top-dose activity change, positive = activation, hits mostly activators | 2.8% of 210,000 active | AID 1458; also: % of control where 0% means no effect; nearly all actives have a fitted effect of over 55% in size
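qHTS luciferase splicing reporter: luminescence rises when SMN2 exon 7 is included in transfected HEK293 cells. Compound exposure lasted 30-36 h at 37C, with 4.5 mM final sodium butyrate as control, followed by a ONE-Glo read.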
aGlu spleen mod – lysosomal alpha-glucosidase (human) modulation; P10253; human spleen homogenate, 4-MU-alpha-glucoside fluorescence; Potency, µM (doses to about 79.9 µM), without a hit: at the top dose activity change, negative = inhibition, hits mostly inhibitors; 0.006% of 240,000 active;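 also: 0% = enzyme with vehicle and -100% = no enzyme basal signal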
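Human spleen homogenate (1 ug) incubated with compounds and 1 mM 4-methylumbelliferyl-alpha-D-glucopyranoside in pH 5.0 citrate/phosphate buffer, 37 C, 40 min. Stopped at pH 10; 4-MU fluorescence (Ex 365/Em 440 nm); AC50 by Hill fit.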
JMJD2E inh – inhibitors of human JMJD2E histone demethylase; Potency, µM (doses to about 57.1 µM), without a hit: at the highest dose activity change, negative = inhibition, most hits filed as inhibitors; 1.6% of 230,000 active; JMJD2E catalytic domain, FDH-coupled NADH fluorescence (FDH is formaldehyde dehydrogenase); B2RXH2; AID 2147; active = well fitted inhibition curve with a large enough effect, not every such curve was filed as active; inconclusive = small, poorly fitted or top-dose-only effect, or another doubt; inactive = no such curve, though single readings can be large or run the other way;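 also: 0% = wells with enzyme and -100% = buffer wells without enzyme; nearly all actives have a fitted effect of over 50% in size; many of its hits are not listed in these tables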
GAA inhib – inhibitors of human lysosomal alpha-glucosidase. Potency, µM (doses to about 76.9 µM), without a hit: at the top dose activity change, negative = inhibition, hits mostly inhibitors. 0.005% of 200,000 active. purified human GAA, 4-MU-alpha-glucoside fluorescence;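 also: plate controls were uninhibited enzyme wells for no effect and no-enzyme background for full effect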
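Read-out is 4-methylumbelliferone fluorescence (Ex 365/Em 440 nm) after NaOH/glycine stop at pH 10. Enzyme 4 nM, substrate 400 uM, pH 5.0 citrate buffer, 20 min room temperature; AC50 from Hill-equation concentration-response.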
aGal spleen mod – inhibits or activates alpha-galactosidase in human spleen homogenate. human spleen homogenate, 4MU-alpha-Gal fluorescence, 40 min. Potency, µM (doses to about 80 µM), without a hit: at the top dose activity change, negative = inhibition, hits mostly inhibitors. 0.008% of 240,000 active. AID 2107;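 also: 0% = enzyme with vehicle and -100% = no enzyme basal signal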
Target sequence (P06280 32-429 limits assumed): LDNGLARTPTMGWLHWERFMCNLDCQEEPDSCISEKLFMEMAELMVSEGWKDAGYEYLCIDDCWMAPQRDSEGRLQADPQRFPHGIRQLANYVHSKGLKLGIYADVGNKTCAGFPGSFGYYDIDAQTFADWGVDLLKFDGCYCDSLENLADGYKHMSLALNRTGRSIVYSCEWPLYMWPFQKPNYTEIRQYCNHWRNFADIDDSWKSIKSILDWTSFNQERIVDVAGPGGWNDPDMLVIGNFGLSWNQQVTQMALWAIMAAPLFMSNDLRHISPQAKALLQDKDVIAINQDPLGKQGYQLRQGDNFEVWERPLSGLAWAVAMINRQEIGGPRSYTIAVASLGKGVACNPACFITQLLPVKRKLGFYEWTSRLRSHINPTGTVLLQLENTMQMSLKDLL
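Spleen homogenate 1 ug + cpd (titration) + 4-MU-alpha-D-galactopyranoside 1 mM; 37C 40 min; 50 mM citrate/phosphate pH 5.0, 0.01% Tween-20; stop pH 10; fluorescence 365/440; AC50 via Hill.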
ALDH1A1 inh – ALDH1A1 (human) enzyme inhibition; Purified ALDH1A1, NADH fluorescence, propionaldehyde substrate; Potency, µM (highest dose often 75.3 µM), inactives show at the top dose activity, negative = inhibition, actives largely listed as inhibitors; 7.3% of 220,000 active; active = well fitted inhibition curve with a large enough effect, not every such curve was filed as active; inconclusive = small, poorly fitted or top-dose-only effect, or another doubt; inactive = no such curve, though single readings can be large or run the other way;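 also: plate controls were no enzyme wells and a reference inhibitor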
GAA glycogen mod – alters human alpha-glucosidase cleavage of glycogen; P10253; recombinant GAA, glycogen substrate, Amplex Red glucose oxidase fluorescence; Potency, µM (doses to about 76.4 µM), for the others: at the top dose activity change, negative = inhibition, hits mostly inhibitors; 0.38% of 300,000 active; AID 2100;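 also: 0% = full enzyme reaction and -100% = no-enzyme basal signal; the screen sought inhibitors and activators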
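Recombinant human enzyme (4 nM); glycogen substrate; 37 C, 40 min, pH 5.0. Readout: coupled glucose oxidase/Amplex Red fluorescence.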
The depositor's hits bear a star; u = inconclusive; x = not tested or not shown; & = joins results of further samples; [ ] = remark or other dose. Unless noted, calls follow the shape of the dose curve; as a rule, active = well fitted curve in the direction sought with a large enough effect; inconclusive = small, poorly fitted or top-dose-only effect, or another doubt; inactive = no such curve, though single readings can be large; an effect the other way counts as inactive or inconclusive. Potency is read from the fitted curve at half-maximal effect.

SMILES	RGS12 GoLoco inh	SMN2 splice up	aGlu spleen mod	JMJD2E inh	GAA inhib	aGal spleen mod	ALDH1A1 inh	GAA glycogen mod
CC1=C(C(=O)OCC2CCCO2)C(c2ccc(C)cc2)C2=C(CCCC2=O)N1 (stereo unspecified)	6%	15%	x	u	10%	15%	-15%	4%
COC(=O)c1ccccc1NC(=S)NC(=O)COc1ccc(C(C)C)cc1	-3%	7%	1%	1%	0%	0%	18µM*	-4%
CC(C)c1ccc(NC(=O)c2ccc(NS(C)(=O)=O)cc2)cc1	3%	-6%	-2%	u	7%	-6%	-5%	1%
N#CC(C#N)=C(N)CSc1cccc[n+]1[O-]	3%	2%	x	-25%	-4%	6%	5%	-11%
CN1CCN(c2ncnc3ccc(-c4cccc(C#N)c4)cc23)CC1	-1%	x	11%	x	x	-9%	10µM*	x
O=C1c2ccccc2-c2nccnc21	10%	-1%	6%	-2%	6%	4%	u	-3%
COc1ccc(CCNC(=S)Nc2ccc(OC)cc2)cc1	10%	-8%	3%	1%	-2%	2%	u	-25%
Cc1ccc(NC(=O)Cc2ccc3c(c2)CCCC3)cc1C	-4%	-8%	2%	-4%	-1%	-4%	u	-4%
O=C(Nn1cnc2ccccc2c1=O)c1ccc([N+](=O)[O-])cc1	-9%	1%	x	1%	-7%	-26%	10%	6%
Cc1cc(C)n2cc(CSc3nc4ccccc4s3)nc2n1	10%	11µM*	4%	u	-1%	8%	u	-7%
Cc1cc(C(=O)N/N=C/c2cccc([N+](=O)[O-])c2)c(C)o1	-1%	-7%	-2%	0%	4%	5%	-3%	2%
CC1COC(C)(CC(=O)NN2C(=O)c3ccccc3C2=O)O1 (stereo unspecified)	-1%	x	3%	-6%	8%	-8%	-8%	6%
CC1CCCCN1C(=O)c1ccccc1OC1CCN(S(C)(=O)=O)CC1 (stereo unspecified)	-4%	x	-4%	15%	-35%	1%	u	-4%
COc1ccc(-c2[nH]c(-c3ccccc3)nc2SCC(=O)NC2CCCC2)cc1	10%	-6%&-18%	1%	u	-1%	4%	u	15%[76.3 µM]
COc1ccccc1CN1C(=O)CN(C2CCCCCC2)C(=O)C1c1ccc(F)cc1 (stereo unspecified)	-11%	-8%	3%	3%	u	-1%	u	-5%
C=CCNC(=S)NNC(=O)c1ccncc1	8%	8%	-2%	4%	7%	-7%	11%	u
CCC1CCCCN1C(=O)Nc1cccc(NC(=O)N2CCCCC2CC)c1 (stereo unspecified)	-12%	0%	1%	-9%	-4%	1%	-3%	-5%
CCC(C)Sc1nc2ccccc2c(=O)[nH]1 (stereo unspecified)	-7%	3%	9%	4%	-3%	9%	-1%	-2%
O=C(c1cc(F)ccc1F)C1CCCN(C(=O)CCc2cnccn2)C1 (stereo unspecified)	12%	x	0%	-2%	-12%	-6%	-1%	13%
Cc1csc(NC(=O)Nc2cccc(Cl)c2)n1	0%	11µM*	-10%	-9%	-9%	-11%	-5%	-5%
COC/C=C/C1=CC2=CC(=O)C(C)(OC(=O)c3cccs3)C(=O)C2=CO1 (stereo unspecified)	0%	2%	-5%	3%	x	-4%	4%	x
COc1ccc(S(=O)(=O)N(CC(=O)NCc2cccnc2)c2ccc(F)cc2)cc1OC	4%	10%	1%	2%	u	2%	-6%	1%
COc1ccc(-c2cn3cccc(C)c3n2)cc1Br	1%	11µM*	0%	u	-5%	-5%	-4%	4%
O=C(Cn1c(=O)sc2ccccc21)OC(CCl)CCl	-10%	2%	4%	3%	4%	-6%	u	-4%
COc1ccc(OCC(=O)NNC(=O)c2cccnc2)cc1	6%	-10%	-6%	8%	u	4%	-10%	-1%
Cc1cc2ccccc2n1CCNC(=O)COc1ccc2ccccc2c1	8%	-30%[inhibitor]	-19%	-6%	-7%	-6%	-7%	-3%
CCCCN(C(C)=O)c1c(N)n(CCC)c(=O)n(CC(=O)Nc2cc(Cl)cc(Cl)c2)c1=O	10%	22%	10%	14%	-7%	4%	5%	-10%
CCOc1ccc(NC(=S)N(CCc2c(C)[nH]c3ccccc23)Cc2cccnc2)cc1	22%	1%	0%	1%	2%	-6%	u	-27%
COc1ccc(OC)c(CNc2ccc([N+](=O)[O-])cc2C)c1	2%	x	-2%	2%	-31%	-9%	u	-4%
Cc1nc2cnc(N3CCOCC3)nc2n(C2CC2)c1=O	22%	x	-11%	x	x	11%	u	x
CCOc1ccc(NC(=O)Nc2ccc(Br)cn2)cc1	-8%	x	-7%	12%	2%	-1%	11%	4%
Cc1ccc(Nc2c(-c3ccccc3O)nc3ncccn23)cc1	3%	x	0%	1%	x	3%	x	u
COc1ccc(/C=N/N2C(=N)SCC2=O)cc1	12%	x	4%	-6%	x	-14%	x	4%
Cn1ccnc1C(=O)c1cc(SCC(=O)NCc2ccccc2)nc2ccccc12	1%	-5%	3%	-10%	3%	-2%	-16%	9%
O=C(CN(CC1CCCO1)C(=O)CCC(=O)Nc1nccs1)NCc1ccc2c(c1)OCO2 (stereo unspecified)	-2%	14%	-16%	-2%	-11%	2%	-4%	1%
Cc1ccc(OCC(=O)N2CCN(C(=O)c3ccc([N+](=O)[O-])cc3)CC2)cc1	20%	x	5%	u	13%	5%	-11%	-12%
O=C(COc1ccc(Br)cc1CNC1CCCCC1)NCCc1ccccc1	2%	-10%	-23%	-1%	-5%	-3%	8%	-4%
CCC(C)N1C(=O)CN(C2CCCCCC2)C(=O)C1c1ccccc1F (stereo unspecified)	5%	9%	-5%	-1%	3%	-1%	16µM*	-14%
CCCCNC(=O)CS(=O)Cc1nc(-c2cccs2)oc1C (stereo unspecified)	9%	-1%	4%	-9%	-2%	-2%	-13%	6%
CN1Cc2sc(N)c(C#N)c2CC1(C)C	217%[activator]	23%	-8%	u	-3%	-4%	u	u
COC(=O)c1cccc(C23CC4(C2)[C@H](CN(Cc2ccc(C(F)(F)F)cc2)[C@@H]4c2ccccc2)C3c2ccccc2)c1 (stereo partly specified)	2%&11%	-21%	-2%&-2%	-12%&0%	x	-9%&0%	4%	-4%
Cn1c(SCc2nc3ccccc3[nH]2)nnc1-c1ccccn1	3%	-20%	-6%	2%	5%	1%	8%	2%
COc1ccnc(Oc2ccccc2)c1C(=O)N/C=N/OCc1ccccc1F	0%	x	2%	-2%	x	2%	u	4%
CN(Cc1ccccc1)Cc1nc2c(c(=O)n(C)c(=O)n2C)n1CCCc1ccccc1	1%	-26%	-5%	5%	0%	1%	0.71µM*	-6%
O=C(NCCc1nnc2ccc(NCc3ccccc3Cl)nn12)c1ccccc1	20%	-34%	-2%	-15%	-3%	1%	0%	8%
COC(=O)c1cn(NC(=O)Cn2nc([N+](=O)[O-])c(Cl)c2C)c(=O)c2ccccc12	0%	10%	2%	3%	-6%	0%	5%	-2%
C=CCN1C(=O)C(Cc2ccc(F)cc2)S/C1=N/N=C/c1cccs1 (stereo unspecified)	-1%	-10%	-1%	2%	-1%	-3%	-4%	-8%
O=C(O)CSCC(=O)NCc1ccc(Cl)cc1Cl	5%	13%	-5%	-2%	6%	-5%	u	23%
Cc1ccnc(SCC(=O)c2cccc([N+](=O)[O-])c2)n1	3%	6%	2%	1%	-1%	8%	32µM*	-10%
CCN(CC)CCNC(=O)c1ccc(NC(=O)c2ccc(F)cc2)cc1	1%	11%	2%	7%	5%	-4%	12%	23%
Cc1ccc(/C=N/Nc2ccc(C(=O)O)cc2)s1	40%[activator]	-98%[inhibitor]	1%	u	-13%	-3%	u	u
CCOC(=O)CSc1cc(CS(=O)c2ccc(Cl)cc2)nc(-c2ccccc2)n1 (stereo unspecified)	-1%	-10%	-5%	4%	0%	-5%	0%	-11%
CCn1c(SCc2c(F)cccc2Cl)nnc1-c1ccco1	1%	u	2%	12%	-3%	9%	u	2%
Cc1cccc(OCC(=O)Nc2ccc(S(=O)(=O)Nc3ccccn3)cc2)c1	18%	-4%	3%	u	4%	2%	11%	-8%
CC(C)(C)c1ccc(OC(=O)c2ccc3nsnc3c2)cc1	-17%	-37%[inhibitor]	4%	-3%	0%	5%	-18%	-19%
CCN(CC(=O)NCc1cccs1)S(=O)(=O)c1cccc(C(C)=O)c1	3%	-16%	-1%	-7%	-4%	-1%	0%	17%
Cc1ccc(SCC2CNc3nc4ccccc4c(=O)n32)c(C)c1 (stereo unspecified)	9%	2%	-15%	14%	-6%	1%	-8%	2%
COc1ccc(-c2c(S(=O)(=O)c3ccccc3)cnn2-c2ccccc2)cc1	-9%	6%	-9%	-2%	-15%	-15%	u	-4%
COc1cc(C2C(C(C)=O)=C(O)C(=O)N2CCN(C)C)ccc1O (stereo unspecified)	-2%	0%	0%	7%	-2%	-1%	5%	-22%
CCCCN1C(=O)/C(=c2\sc3nc(=O)c(-c4ccccc4)nn3c2=O)c2ccccc21	8%	-16%	-4%	-22%	1%	-5%	4.5µM*	-3%
O=C1C2(c3ccccc3)CN(CCCO)CC1(c1ccccc1)CN(CCCO)C2	-16%	19%	3%	9%	-5%	6%	-8%	7%
Cn1c(Cc2ccccc2)nnc1SCC(=O)N1CCOCC1	11%	13%	-2%	-7%	0%	7%	2%	-3%
COc1ccc(-c2nc(-c3cccc(C)c3)[nH]c(=O)c2C#N)cc1	2%	-11%	-3%	u	1%	-6%	u	-2%

Some of the entries above in a different format:
SMILES,RGS12 GoLoco inh,SMN2 splice up,aGlu spleen mod,JMJD2E inh,GAA inhib,aGal spleen mod,ALDH1A1 inh,GAA glycogen mod
CN(Cc1ccccc1)Cc1nc2c(c(=O)n(C)c(=O)n2C)n1CCCc1ccccc1,1%,-26%,-5%,5%,0%,1%,0.71µM*,-6%
O=C(COc1ccc(Br)cc1CNC1CCCCC1)NCCc1ccccc1,2%,-10%,-23%,-1%,-5%,-3%,8%,-4%
COc1ccc(/C=N/N2C(=N)SCC2=O)cc1,12%,x,4%,-6%,x,-14%,x,4%
COc1ccc(OC)c(CNc2ccc([N+](=O)[O-])cc2C)c1,2%,x,-2%,2%,-31%,-9%,u,-4%

This is a subset; the hit share may differ from the screen's.
